Compound activity as filed in PubChem.
SIRT5 block = sirtuin-5 (human) deacylase inhibition. Q9NXA8. actives 1.1% (n = 330,000). Purified SirT5, succinyl-peptide AMC, trypsin-coupled fluorescence. AID 652115. inhibition, % at 15 µM; in the data active = inhibition above about 15%; inconclusive = no clear call, values can overlap the other calls
Target sequence (Q9NXA8 whole entry, looked up): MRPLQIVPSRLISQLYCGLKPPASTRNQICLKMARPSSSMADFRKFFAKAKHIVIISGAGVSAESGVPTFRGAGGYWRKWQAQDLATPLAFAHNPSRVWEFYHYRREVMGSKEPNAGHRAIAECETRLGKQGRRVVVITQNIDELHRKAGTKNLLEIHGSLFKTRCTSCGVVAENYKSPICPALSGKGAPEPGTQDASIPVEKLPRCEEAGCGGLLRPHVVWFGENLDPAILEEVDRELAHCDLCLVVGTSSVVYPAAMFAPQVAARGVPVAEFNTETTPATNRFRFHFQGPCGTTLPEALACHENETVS
esBAF inh = SWI/SNF esBAF complex inhibition | mouse ES cells, Bmi1-luciferase knock-in reporter, 24 h; 100% = twice the neutral-well signal | reporter increase, % at 12.5 µM | actives 2% (n = 350,000) | AID 602393; in the data active = activation above about 40%; inconclusive = no clear call, values can overlap the other calls;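 also: 0% = median of the plate's neutral control wells and 100% = double that signal; a rise in the Bmi1 reporter signal indicates esBAF inhibition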
FN deposit inh = fibronectin deposition inhibition | AH1F fibroblasts, Alexa488-fibronectin deposition fluorescence, overnight | inhibition, % at 12.6 µM | actives 0.086% (n = 350,000);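 active = mean inhibition across replicates of 30% or more, regardless of how many single replicates reach that level; inconclusive = mean under 30% yet at least half of replicates reach 30%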;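 also: positive control wells lacked labelled fibronectin entirely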
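Material: AH1F fibroblast monolayer depositing Alexa488-labelled fibronectin into matrix / Amount: 10000 AH1F cells per well / Signal: fluorescence 485/525 nm / Medium: DMEM, 2% serum / Compound: single dose, pinned / Incubation: 1 h cell adhesion before compound, then overnight fibronectin incubation / Reagent: Alexa488-FN, 24 nM final / Read-out: inhibition of fibronectin deposition signal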
LGR2 antag = blocks bursicon-induced cAMP signaling via Drosophila LGR2. HEK293 LGR2, CRE-luciferase, bursicon-stimulated, 4 h. inhibition, % at 9.99 µM. actives 0.35% (n = 380,000);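 active = drop in luminescence signal, shown as inhibition above about 50% in the replicate tests, limit read from the data, passing the limit was not always enough; inconclusive = probably only some replicates passing the limit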;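 also: agonist challenge used bursicon conditioned medium at about half maximal strength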
C2C12 statin = protects C2C12 myotubes from simvastatin toxicity; actives 0.78% (n = 330,000); rescue of ATP level, % at 7.49 µM; ATP luminescence, 48 h; scaled: DMSO 0, geranylgeraniol control 100;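 active = mean ATP rescue above about 67%, or every replicate alone reaching that limit, limit read from the data, passing the limit was not always enough; inconclusive = no clear call, values can overlap the other calls; inactive = mean under the limit and some replicate under it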;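 also: myotubes were challenged with 10 µM simvastatin during compound exposure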
S100A4 MyoIIA = S100A4-myosin IIA interaction inhibition. P26447. S100A4/TAMRA-MyoIIA peptide fluorescence polarization. inhibition, % at 10.7 µM. actives 0.14% (n = 360,000);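 active = mean inhibition of at least 70% across replicates, with every replicate also reaching that level; inconclusive = mean inhibition reaches 70% but some replicates fall short; inactive = mean inhibition below 70%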
Target sequence (P26447 whole entry, looked up): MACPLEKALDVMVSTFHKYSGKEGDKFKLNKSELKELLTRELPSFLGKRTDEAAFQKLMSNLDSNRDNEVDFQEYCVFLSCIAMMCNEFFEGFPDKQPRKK
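incubation = readout 5 min after mixing, signal stable up to 60 min | system = S100A4 monomer protein | buffer or medium = HEPES pH 7.2 with CaCl2, KCl, NaCl, DTT, Triton | benchmarks = neutral control DMSO, positive control TFP | also added = fluorescent myosin IIA peptide, 5 nM | compound dosing = one concentration per compound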
Casp6 inh = caspase-6 (human) enzyme inhibition; P55212; purified caspase-6, Z-VEID-R110 cleavage fluorescence; inhibition, % at 12.5 µM; actives 0.53% (n = 350,000);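 active = mean inhibition across replicates at least about 35%, with every replicate also reaching that limit, limit read from the data; inconclusive = only one of the two criteria met; inactive = neither criterion met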;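 also: 0% = median of neutral control wells and 100% = no fluorescence left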
Target sequence (P55212 24-179 limits assumed): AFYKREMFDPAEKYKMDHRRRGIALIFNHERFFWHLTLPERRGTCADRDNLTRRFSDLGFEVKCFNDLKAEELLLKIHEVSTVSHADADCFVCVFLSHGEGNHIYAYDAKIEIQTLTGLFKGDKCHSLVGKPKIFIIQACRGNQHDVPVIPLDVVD
Target sequence (P55212 194-293 limits assumed): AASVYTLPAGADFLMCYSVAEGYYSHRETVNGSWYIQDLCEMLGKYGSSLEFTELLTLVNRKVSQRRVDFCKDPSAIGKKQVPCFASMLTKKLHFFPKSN
Numbers without * were called inactive; ? = inconclusive; . = no result given. This is a subset; count on the stated rates, not on these rows.

Letters – A = SIRT5 block; B = esBAF inh; C = FN deposit inh; D = LGR2 antag; E = C2C12 statin; F = S100A4 MyoIIA; G = Casp6 inh
Brc1nc(-c2ccccc2)nc(-c2ccccc2)c1Br
  A: -6	B: -7	C: 3	D: 5	E: -2	F: -4	G: -2
CN(C)S(=O)(=O)c1ccc(Cl)c(C(=O)NC2=NCCS2)c1
  A: -3	B: -2	C: 1	D: 2	E: -2	F: 3	G: -1
CC=Cc1ccc2n(c1=O)C[C@H]1[C@H](CO)[C@@H](C(=O)N3CCC(Cc4ccccc4)CC3)N(CCC)[C@@H]21 (mixture of isomers)
  A: 5	B: .	C: .	D: -5	E: .	F: -10	G: .
Cc1cc(F)ccc1-c1cc(C(=O)NCc2ccc(C(F)(F)F)cc2)[nH]n1
  A: 0	B: 4	C: -9	D: -35	E: 7	F: 17	G: 2
COc1ccc(CN(C)C[C@H]2Oc3ccc(NS(=O)(=O)c4ccccc4)cc3C(=O)N([C@@H](C)CO)C[C@H]2C)cc1
  A: -1	B: -1	C: .	D: -15	E: 8	F: 3	G: 3
CC(=O)NC(c1cccc(F)c1)c1nc(-c2ccc(C)c(C)c2)cs1 (configuration not stated)
  A: .	B: 0	C: -1	D: 0	E: 7	F: 1	G: 1
O=C(C[C@@H]1CC[C@H]2NC[C@@H](O)COC[C@@H]2O1)NCc1ccc(Oc2ccccc2)cc1
  A: 0	B: 0	C: -4	D: -11	E: 22	F: 14	G: 0
C[C@H](NC(=O)c1ccccc1Cl)C(=O)Nc1ccccc1F
  A: -1	B: -1	C: 1	D: 3	E: 17	F: -2	G: -2
CCC(C)c1ccccc1NC(=O)C(C)Sc1n[nH]c(N)n1 (configuration not stated)
  A: 1	B: -3	C: 5	D: 1	E: 6	F: -3	G: -3
CCOC(=O)/C=C1\SCC(=O)N1CC(=O)Nc1cccc(F)c1
  A: -2	B: 1	C: 0	D: 8	E: -5	F: 3	G: -7
CCS(=O)(=O)n1nc(-c2ccc(OC)cc2)nc1N
  A: -4	B: .	C: 5	D: -9	E: .	F: 5	G: 1
O=C(C[C@H]1CC[C@@H]2[C@H](COC[C@H](O)CN2Cc2cccc(C(F)(F)F)c2)O1)NCc1ccccc1
  A: 0	B: -4	C: -15	D: 5	E: 23	F: 8	G: -1
COc1ccccc1N1C(=O)c2ccccc2NC1c1ccc(O)cc1 (configuration not stated)
  A: -6	B: -4	C: 3	D: -10	E: -11	F: -2	G: 4
Cc1cc(CSc2ccccc2)ccc1NC(=O)c1cccc([N+](=O)[O-])c1
  A: .	B: 2	C: 14	D: .	E: -67	F: .	G: .
Cc1ccccc1C(=O)O/N=C(\N)c1ccncc1
  A: -1	B: .	C: 9	D: .	E: .	F: -2	G: -5
C[C@@H]1CN([C@@H](C)CO)C(=O)c2cc(NC(=O)Nc3ccc4c(c3)OCO4)ccc2O[C@@H]1CN(C)Cc1ccc(-c2ccccc2)cc1
  A: 0	B: 1	C: .	D: 5	E: .	F: 3	G: -3
CC(NS(=O)(=O)c1ccc(Br)cc1)C(=O)NCc1ccc2c(c1)OCO2 (configuration not stated)
  A: -4	B: .	C: 2	D: -5	E: .	F: -2	G: 2
Cc1ccc(C([O-])=C(C(=S)NCc2ccccc2)[n+]2cccc(CO)c2)cc1[N+](=O)[O-]
  A: .	B: .	C: -3	D: -10	E: 3	F: 1	G: -3
COc1ccc(NC(=O)N[C@@H]2CC[C@H](CC(=O)NC3CCC3)O[C@@H]2CO)cc1
  A: 4	B: 5	C: .	D: -5	E: -1	F: ?	G: -3
C[C@H](CO)N1C[C@H](C)[C@H](CN(C)S(=O)(=O)c2ccccc2)Oc2ccc(NC(=O)C3CC3)cc2C1=O
  A: -3	B: -1	C: 1	D: -1	E: -3	F: 11	G: -2
CC(=O)/C(=N/Nc1ccccc1)Sc1nnc(C(O)c2ccccc2)n1-c1ccccc1 (configuration not stated)
  A: 2	B: -7	C: -9	D: 1	E: 1	F: -2	G: 1
Cn1c(SCc2ccccc2F)nnc1-c1ccccn1
  A: -2	B: 27	C: -6	D: -33	E: 0	F: 16	G: -1
CCOC(=O)c1c(NC(=O)CN2C(=O)NC3(CCCCC3C)C2=O)sc(C)c1CC (configuration not stated)
  A: 4	B: -9	C: -2	D: 8	E: -11	F: 0	G: 0
NC(N)=N/N=C/c1ccc(OCc2ccccc2)cc1
  A: -3	B: 15	C: .	D: .	E: -8	F: 1	G: 18
Cn1nc(C(=O)NC2CCCCCC2)ccc1=O
  A: -6	B: -1	C: 7	D: 2	E: -4	F: -4	G: 10

Some of these compounds in order of the SIRT5 block value, smallest number first.
mol,SIRT5 block,esBAF inh,LGR2 antag,S100A4 MyoIIA,Casp6 inh
Cn1nc(C(=O)NC2CCCCCC2)ccc1=O,-6,-1,2,-4,10
CC(NS(=O)(=O)c1ccc(Br)cc1)C(=O)NCc1ccc2c(c1)OCO2 (configuration not stated),-4,.,-5,-2,2
CN(C)S(=O)(=O)c1ccc(Cl)c(C(=O)NC2=NCCS2)c1,-3,-2,2,3,-1
Cn1c(SCc2ccccc2F)nnc1-c1ccccn1,-2,27,-33,16,-1
CCC(C)c1ccccc1NC(=O)C(C)Sc1n[nH]c(N)n1 (configuration not stated),1,-3,1,-3,-3
COc1ccc(NC(=O)N[C@@H]2CC[C@H](CC(=O)NC3CCC3)O[C@@H]2CO)cc1,4,5,-5,?,-3

Later entries
Letters – A = SIRT5 block; B = esBAF inh; C = FN deposit inh; D = LGR2 antag; E = C2C12 statin; F = S100A4 MyoIIA; G = Casp6 inh
CC(=O)c1ccc(N2CCC(c3cc(-c4ccc(Cl)cc4Cl)n[nH]3)CC2)c([N+](=O)[O-])c1
  A: .	B: 2	C: 1	D: .	E: 12	F: .	G: .
Cc1ccc(-c2csc3ncnc(N4CCN(c5ccccc5O)CC4)c23)cc1
  A: -2	B: -10	C: 3	D: 15	E: -6	F: 10	G: 4
CCOc1ccc(Oc2ccc(C(F)(F)F)cc2NC(=O)C2=COCCO2)cc1
  A: -7	B: -9	C: -4	D: 0	E: -8	F: -2	G: -5
N#Cc1c(Nc2ccc(F)cc2)sc(C(=O)c2ccccc2)c1N
  A: 2	B: .	C: -3	D: -11	E: .	F: -2	G: 7
Cc1noc(C)c1NC(=O)Nc1cccc2c1O[C@H](CN(C)Cc1ccc(C(F)(F)F)cc1)[C@H](C)CN([C@H](C)CO)C2=O
  A: 0	B: -1	C: .	D: 7	E: 20	F: 5	G: 0
CCCOc1ccc(-c2c(C(=O)N/N=C/c3ccc(C)cc3)nnn2-c2nonc2N)cc1
  A: -1	B: -4	C: 0	D: 1	E: 4	F: 4	G: 0
CC(Oc1ccc(Cl)cc1)c1ccn[nH]1 (configuration not stated)
  A: 10	B: 7	C: -12	D: 28	E: 3	F: 4	G: -1
Cc1ccc(OCC(=O)N(C)Cc2ccccc2)c([N+](=O)[O-])n1
  A: -3	B: -6	C: 6	D: -3	E: -3	F: -3	G: -26
CSCCC(NC(=O)c1ccco1)C(=O)NCC1CCCCC1 (configuration not stated)
  A: -5	B: 7	C: 1	D: 2	E: 13	F: 0	G: -5
C[C@H](CO)N1C[C@H](C)[C@H](CN(C)Cc2ccc(Cl)c(Cl)c2)Oc2ccc(NC(=O)Nc3ccc(C(F)(F)F)cc3)cc2CC1=O
  A: -1	B: -1	C: 6	D: 5	E: -17	F: 9	G: 1
CC(=O)COc1ccc2oc(=O)cc(-c3cc4ccccc4o3)c2c1
  A: 1	B: 2	C: 2	D: -5	E: -12	F: -1	G: -3
O=c1c(Cc2ccc(Cl)cc2)c(O)ccn1Cc1ccccc1
  A: .	B: -5	C: .	D: -11	E: 10	F: .	G: .
CN(CCOc1ccccc1)C(=O)c1ccc(OC2CCN(C(=O)C3CC3)CC2)cc1
  A: 12	B: -3	C: 1	D: -3	E: 14	F: 0	G: -1
Cc1ccc2c(=O)cc(C(=O)NCc3ccccc3)oc2c1C
  A: 2	B: 0	C: -5	D: -8	E: -14	F: 0	G: -3
COc1cccc(S(=O)(=O)N[C@H]2C=C[C@H](CC(=O)NCc3ccc(Cl)cc3)O[C@@H]2CO)c1
  A: -7	B: -4	C: .	D: 22	E: 9	F: -26	G: -1
O=C(Nc1cccc(F)c1)C1CCCN(c2cnccn2)C1 (configuration not stated)
  A: -1	B: -1	C: 7	D: 2	E: -22	F: -2	G: -2
O=C(COC(=O)CC1CCCC1)Nc1ccccc1[N+](=O)[O-]
  A: 3	B: 7	C: 2	D: 10	E: 11	F: -1	G: -4
COc1ccc(CCN2CC(C(=O)Nc3nnc(Cc4ccccc4)s3)CC2=O)cc1OC (configuration not stated)
  A: -3	B: -8	C: -2	D: 14	E: -2	F: 15	G: 0
O=C(NC1CC1)C1CCCN(C(=O)NC2CCCCC2)C1 (configuration not stated)
  A: 4	B: .	C: -4	D: -4	E: .	F: 3	G: -1
O=C(c1cccnc1)N1CC[C@@H]2[C@H]1c1cc(C#Cc3cccnc3)ccc1N[C@@H]2CO
  A: -10	B: 1	C: 3	D: -17	E: -13	F: 14	G: 0
Cc1nonc1CN(C)C(=O)CC1C(=O)NCCN1Cc1ccccc1C(F)(F)F (configuration not stated)
  A: 4	B: -1	C: 5	D: 5	E: -2	F: 2	G: 1
Cn1c(N)c(C(=O)CN2CCN(S(=O)(=O)c3ccccc3C#N)CC2)c(=O)n(C)c1=O
  A: .	B: -10	C: -7	D: 11	E: -5	F: 3	G: 2
O=C(OCn1nnc2ccccc2c1=O)c1cccc(S(=O)(=O)N2CCOCC2)c1
  A: -4	B: -8	C: -2	D: -19	E: 4	F: 2	G: -1
O=C(Nc1ccc(F)cc1)N[C@@H]1CC[C@H](CCn2cc(C3(O)CCCC3)nn2)O[C@@H]1CO
  A: 4	B: 0	C: .	D: 3	E: 2	F: -2	G: 2
O=C(O)C1C2C=CC(C2)C1C(=O)NCCC1=CCCCC1 (configuration not stated)
  A: .	B: 1	C: .	D: 1	E: -19	F: .	G: .

Continuation:
Letters – A = SIRT5 block; B = esBAF inh; C = FN deposit inh; D = LGR2 antag; E = C2C12 statin; F = S100A4 MyoIIA; G = Casp6 inh
C[C@@H]1CN([C@@H](C)CO)C(=O)c2cc(NC(=O)CCN3CCOCC3)ccc2O[C@H]1CN(C)C(=O)Nc1ccc2c(c1)OCO2
  A: -1	B: 2	C: .	D: -9	E: -6	F: 11	G: 1
Cc1ccc(-c2ccc3c(c2)O[C@@H](CN(C)Cc2cccnc2)[C@H](C)CN([C@H](C)CO)S3(=O)=O)cc1
  A: 6	B: -2	C: 2	D: 10	E: -45	F: -5	G: -1
O=C(CCN1CCCCC1)NCC[C@H]1CC[C@@H](NC(=O)C2CC2)[C@@H](CO)O1
  A: 4	B: -2	C: .	D: 10	E: 1	F: 10	G: -5
CCOC(=O)CSc1nnc(-c2ccco2)n1-c1ccc(C)cc1
  A: .	B: -3	C: -20	D: .	E: 1	F: .	G: .
Clc1ccc2c(c1)C1CC2CCN1Cc1ccccc1 (configuration not stated)
  A: .	B: 3	C: -22	D: 9	E: -13	F: 1	G: 1
CCN(CC)S(=O)(=O)c1ccc(NN=C2CCN(C(C)C)CC2)c([N+](=O)[O-])c1
  A: -3	B: .	C: 7	D: -3	E: .	F: 1	G: -6
CC1CCCCN1C(=O)c1ccc(C(=O)c2ccccc2)cc1 (configuration not stated)
  A: -3	B: 28	C: -13	D: -4	E: -4	F: -6	G: -2

Rewritten with values under each structure: entries from further up.
Fields – SIRT5 block, esBAF inh, FN deposit inh, LGR2 antag, C2C12 statin, S100A4 MyoIIA, Casp6 inh
> C[C@@H]1CN([C@@H](C)CO)C(=O)c2cc(NC(=O)CCN3CCOCC3)ccc2O[C@H]1CN(C)C(=O)Nc1ccc2c(c1)OCO2
    -1, 2, ., -9, -6, 11, 1
> Cc1ccc(-c2ccc3c(c2)O[C@@H](CN(C)Cc2cccnc2)[C@H](C)CN([C@H](C)CO)S3(=O)=O)cc1
    6, -2, 2, 10, -45, -5, -1
